Bioassay records (PubChem)
Bim-Bcl-2 = disrupts Bim peptide binding to human Bcl-2; Bead-based flow cytometry, Bim peptide-Bcl-2 binding; P10415; inhibition, % at 10 µM; 190,000 tested, 0.06% active; in the data active means inhibition above about 40%;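 further: 0% = no compound wells with probe peptide and 100% = reference peptide inhibitor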
Target sequence (P10415 whole entry, looked up): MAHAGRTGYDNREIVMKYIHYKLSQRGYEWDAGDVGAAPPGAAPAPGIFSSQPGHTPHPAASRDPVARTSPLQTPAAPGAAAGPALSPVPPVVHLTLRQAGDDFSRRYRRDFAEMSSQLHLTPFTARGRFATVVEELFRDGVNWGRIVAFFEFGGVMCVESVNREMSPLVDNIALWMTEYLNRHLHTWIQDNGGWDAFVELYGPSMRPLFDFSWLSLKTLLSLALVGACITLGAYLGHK
Bim-Bcl-B = human Bim-Bcl-B interaction inhibition; Q9HD36; bead-based flow cytometry, Bim peptide-Bcl-B binding; inhibition, % at 10 µM; 190,000 tested, 0.073% active; AID 951;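 further: 0% = tracer peptide without compound and 100% = reference inhibitor peptide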
Target sequence (Q9HD36 whole entry, looked up): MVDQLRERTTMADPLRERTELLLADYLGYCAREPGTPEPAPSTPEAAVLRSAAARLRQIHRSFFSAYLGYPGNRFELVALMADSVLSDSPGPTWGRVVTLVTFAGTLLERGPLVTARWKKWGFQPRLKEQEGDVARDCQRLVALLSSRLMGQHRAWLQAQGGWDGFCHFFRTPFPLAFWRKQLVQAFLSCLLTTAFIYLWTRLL
Cdc42 wt GTP = changes GTP binding to wildtype human Cdc42; P60953; GST-Cdc42 beads, Bodipy-GTP binding, flow cytometry; actives lie on both sides; percent activity (GTP binding), % at 10 µM; 190,000 tested, 0.2% active;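 active means percent activity GTP binding at least 20 points away from the 100% baseline, either down as inhibitor or up as activator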;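 further: median bead fluorescence of bound Bodipy-FL-GTP at 100 nM; 0% = excess unlabeled GTP control and 100% = no compound control; below 100% means less GTP binding so inhibitor and above means activator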
Target sequence (P60953 whole entry, looked up): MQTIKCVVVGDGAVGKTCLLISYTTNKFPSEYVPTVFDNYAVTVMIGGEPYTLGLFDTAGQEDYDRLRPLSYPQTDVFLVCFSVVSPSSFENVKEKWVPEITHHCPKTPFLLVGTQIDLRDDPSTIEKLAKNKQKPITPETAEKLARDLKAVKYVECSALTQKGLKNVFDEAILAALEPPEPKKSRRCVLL
Rac1 wt GTP bind = human Rac1 wildtype GTP binding, inhibitors and activators; P63000; GST-Rac1 beads, fluorescent GTP binding, flow cytometry; actives lie on both sides; 0 = cold GTP competed, 100 = untreated; GTP binding activity (% of control), % at 10 µM; 190,000 tested, 0.27% active;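 active means GTP binding activity at least 20 points away from the 100% control level, either lower or higher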
Rab2 wt GTP = changes GTP binding to wildtype dog Rab2A, up or down; GST-Rab2 wt beads, Bodipy-GTP binding, flow cytometry; P61105; GTP binding activity, % at 10 µM; 190,000 tested, 0.19% active;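 active means GTP binding activity at least 20 points away from 100%, either lowered or raised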;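 further: 0% = beads with excess unlabeled GTP and 100% = no-compound control corrected for plate trend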
Rac1 act GTP bind = human Rac1 activated mutant GTP binding change. P63000. 190,000 tested, 0.11% active. GST-Rac1 activated beads, fluorescent GTP binding, flow cytometry; actives lie on both sides; 100% means binding = to untreated wells. AID 764. percent activity (GTP binding), % at 10 µM;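 active means GTP binding at least 20 percentage points away from the 100% baseline, in either direction, so actives lie on both sides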
HRas wt GTP bind = changes GTP binding to wildtype human HRas | AID 759 | 190,000 tested, 0.14% active | P01112 | GTP binding activity, % at 10 µM | GST-Ras wt beads, Bodipy-FL-GTP binding, flow cytometry; actives lie on both sides;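 active means GTP binding activity at least 20% away from the 100% baseline, either lowered as inhibitor or raised as activator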;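 further: 0% = unlabeled GTP competition control and 100% = no-compound control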
Target sequence (P01112 whole entry, looked up): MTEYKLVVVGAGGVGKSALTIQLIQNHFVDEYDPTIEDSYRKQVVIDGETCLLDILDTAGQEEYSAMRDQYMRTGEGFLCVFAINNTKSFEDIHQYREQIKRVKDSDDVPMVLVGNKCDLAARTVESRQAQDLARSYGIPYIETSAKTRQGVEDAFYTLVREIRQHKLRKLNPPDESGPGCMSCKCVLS
Bcl-W Bim block = human Bim-Bcl-W interaction inhibition; Q92843; bead-based flow cytometry, Bim peptide-Bcl-W binding; inhibition, % at 10 µM; 190,000 tested, 0.02% active; AID 952;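 further: 0% = bound tracer without compound and 100% = peptide blocker; higher means less fluorescent Bim peptide bound to Bcl-W beads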
Target sequence (Q92843 whole entry, looked up): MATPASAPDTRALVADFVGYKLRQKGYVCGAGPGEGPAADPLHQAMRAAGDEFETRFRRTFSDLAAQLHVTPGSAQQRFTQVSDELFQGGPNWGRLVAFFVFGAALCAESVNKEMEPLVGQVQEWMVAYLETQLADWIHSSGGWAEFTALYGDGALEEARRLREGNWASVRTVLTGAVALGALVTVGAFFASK
Rab7 wt GTP bind = dog Rab7 wildtype GTP binding, inhibitors and activators; GST-Rab7 beads, fluorescent GTP binding, flow cytometry; actives lie on both sides; untreated = 100%, excess cold GTP = 0%; GTP binding activity (percent of control), % at 10 µM; 190,000 tested, 0.055% active;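 active means fluorescent GTP binding to Rab7 beads changed by at least 20 points from the 100% baseline, either direction, mostly lower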;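 further: median green fluorescence of bound Bodipy-FL-GTP per Rab7 bead population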
Bim-Bfl-1 = disrupts Bim binding to human Bfl-1; inhibition, % at 10 µM; 190,000 tested, 0.12% active; Bead-based flow cytometry, Bim-Bfl-1 binding inhibition; AID 1008; Q16548;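 further: 0% = wells without compound plus tracer and 100% = blocker peptide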
Bcl-XL Bim block = disrupts Bim peptide binding to human Bcl-XL; bead flow cytometry, fluorescence; Q07817; AID 1007; inhibition, % at 10 µM; 190,000 tested, 0.04% active
An asterisk follows results filed as active. Unless noted, no stated cut-off is given here; in the data, active means inhibition above about 40%.

SMILES | Bim-Bcl-2 | Bim-Bcl-B | Cdc42 wt GTP | Rac1 wt GTP bind | Rab2 wt GTP | Rac1 act GTP bind | HRas wt GTP bind | Bcl-W Bim block | Rab7 wt GTP bind | Bim-Bfl-1 | Bcl-XL Bim block
C=CCNS(=O)(=O)c1ccc2c(c1)n(C)c(=O)n2C | 8 | 1 | 91 | 94 | 93 | 92 | 93 | 2 | 94 | 2 | 0
Cc1oc(-c2ccc(Cl)cc2)nc1CN1CCCC(C(=O)NCCCN2CCCC2=O)C1 (stereo not given) | -7 | -6 | 101 | 105 | 100 | 99 | 102 | 0 | 101 | -10 | -5
COc1cccc(C(=O)Nc2ccc(NC(=O)C3CC3)cn2)c1 | -2 | 2 | 100 | 102 | 98 | 100 | 100 | 2 | 96 | 0 | 0
CCCCOc1ccc(NC2=NC3(CCCCC3)N=C(N)N2)cc1 | 1 | 3 | 103 | 103 | 107 | 104 | 103 | 8 | 101 | 5 | 2
COc1ccc(C2NC(=O)c3sc4nc(C)c(C(C)=O)c(-c5ccc(Cl)cc5)c4c3N2)cc1 (stereo not given) | -1 | -1 | 100 | 98 | 99 | 98 | 103 | 0 | 98 | 0 | 0
COc1ccc(OC)c(/C=N/c2c(-c3ccc(O)c(OC)c3)nc3ccccn23)c1 | 2 | -4 | 91 | 95 | 96 | 94 | 94 | -4 | 95 | 0 | -3
O=C(Nc1ccc(F)cc1)c1cnc(-c2ccccc2)nc1-c1ccccc1 | -2 | -3 | 105 | 103 | 104 | 102 | 104 | 3 | 99 | 0 | -2
CCN1C=C(Cc2ccc(OC)cc2)C2=C(C1)C(c1ccc(OC)cc1)C(C#N)=C(N)O2 (stereo not given) | -4 | -1 | 94 | 97 | 94 | 95 | 96 | 1 | 98 | 1 | 0
CC(C)(C)C1CCC(OC(=O)C[N+]2(C)CCCCC2)CC1 (stereo not given) | 2 | 0 | 103 | 103 | 102 | 97 | 98 | 0 | 99 | -2 | 0
CC(C)CCNC(=O)c1ccc(OC2CCN(S(=O)(=O)N(C)C)CC2)cc1 | -3 | -4 | 94 | 95 | 94 | 94 | 93 | -3 | 92 | -5 | -7
CCOc1ccc(Br)cc1S(=O)(=O)Nc1ccc(C(=O)OCC(=O)Nc2ccc(C#N)cc2)cc1 | 0 | -3 | 94 | 95 | 93 | 92 | 92 | 0 | 105 | -4 | 1
COc1cc(NC(=O)c2cnn3c(C(F)F)cc(C4CC4)nc23)c(OC)cc1Cl | -2 | 0 | 97 | 96 | 100 | 97 | 98 | -1 | 102 | -5 | 0
CC(=O)Nc1ccc2nc(CN3CCN(CC(C)C)C(CCO)C3)ccc2c1 (stereo not given) | 0 | 1 | 96 | 102 | 98 | 96 | 100 | 17 | 105 | -3 | 1
NC(=O)C(CCC(=O)c1ccc(Br)cc1)S(=O)(=O)c1ccccc1 (stereo not given) | 0 | -6 | 103 | 101 | 98 | 96 | 98 | 0 | 96 | -3 | -1
Cc1cccc(NS(=O)(=O)c2cc(C(=O)OCC(=O)Nc3cc(C)on3)ccc2C)c1 | -2 | 0 | 104 | 101 | 103 | 100 | 101 | 0 | 96 | 0 | -2
COc1ccc(C)cc1N(CC(=O)Nc1cccnc1)S(=O)(=O)c1ccc(C)cc1 | -2 | -3 | 98 | 98 | 95 | 97 | 95 | -1 | 93 | -7 | -2
Nc1c2c(nc3sc4c(c13)CCCC4)CCCCCC2 | 2 | -7 | 99 | 100 | 99 | 101 | 97 | -1 | 98 | 3 | -8
O=C(CCn1c(=O)oc2ccccc21)N1CCc2ccccc21 | -16 | -12 | 104 | 106 | 101 | 98 | 101 | -7 | 104 | -19 | -12
Cc1ccc(C2NC(=S)NC3=C2C(=O)CC(C)(C)C3)cc1 (stereo not given) | -3 | -10 | 99 | 101 | 96 | 99 | 99 | -6 | 99 | -6 | -6
Cc1ccc(CC(=O)Nc2ccncc2)cc1 | -1 | -13 | 97 | 96 | 95 | 95 | 94 | -4 | 94 | -8 | -9
CCCCCC1CC(CC(=O)O)C(=O)O1 (stereo not given) | -1 | -2 | 107 | 107 | 102 | 102 | 104 | 0 | 100 | -9 | 0
Cc1nc(-c2ccc(O)c(O)c2)cs1 | -8 | -11 | 98 | 111 | 100 | 101 | 102 | 1 | 102 | -9 | -1
O=c1c([N+](=O)[O-])c(N2CCOCC2)c2ccccc2n1Cc1ccccc1 | 1 | -1 | 97 | 97 | 97 | 94 | 95 | 1 | 95 | 0 | -4
O=C(O)CC1SC(=Nc2cccc(C(F)(F)F)c2)NC1=O (stereo not given) | -8 | -8 | 111 | 106 | 98 | 102 | 103 | 6 | 99 | -10 | -8
COC(=O)c1cc(C(=O)OCC(=O)NC2CCS(=O)(=O)C2)cc([N+](=O)[O-])c1 (stereo not given) | 1 | -3 | 95 | 99 | 98 | 96 | 97 | 0 | 94 | -1 | 0

Going on with the list.
SMILES | Bim-Bcl-2 | Bim-Bcl-B | Cdc42 wt GTP | Rac1 wt GTP bind | Rab2 wt GTP | Rac1 act GTP bind | HRas wt GTP bind | Bcl-W Bim block | Rab7 wt GTP bind | Bim-Bfl-1 | Bcl-XL Bim block
Cc1cc(C)cc(N2C(=O)CC(n3ccnc3)C2=O)c1 (stereo not given) | -11 | -11 | 105 | 107 | 101 | 101 | 100 | -2 | 99 | -15 | -14
CN(C)CCOC(=O)CC12CC3CC(C1)CC(CC(=O)OCCN(C)C)(C3)C2 | 0 | -2 | 98 | 100 | 100 | 96 | 98 | 0 | 100 | -2 | 1
N#CC1=C(N)N(c2ccccc2)C2=C(C(=O)CCC2)C1c1ccsc1 (stereo not given) | -2 | -2 | 106 | 111 | 103 | 104 | 102 | 1 | 101 | -4 | 1
COC(=O)c1nonc1NCn1nnc2ccccc21 | -2 | -2 | 99 | 99 | 98 | 97 | 98 | -1 | 97 | -4 | -2
Cc1c(C(=O)OCC(=O)N2CC(C)OC(C)C2)oc2ccc(Br)cc12 (stereo not given) | 1 | 0 | 110 | 101 | 107 | 99 | 107 | -1 | 109 | -1 | -1
O=C(CSc1nc2c(cnn2-c2ccccc2)c(=O)[nH]1)NC1CCS(=O)(=O)C1 (stereo not given) | -2 | -2 | 101 | 104 | 101 | 99 | 101 | 0 | 106 | -6 | -1
CN(C(=S)Nc1cccnc1)c1ccc(O)cc1 | -4 | -8 | 102 | 103 | 99 | 99 | 103 | -5 | 101 | 0 | -3
CC(=O)C1=C(C)OC(N)=C(C#N)C1c1ccncc1 (stereo not given) | -8 | -7 | 102 | 104 | 100 | 99 | 98 | -1 | 99 | -11 | -4
Cc1ccn2c(NC3CCCCC3)c(C(C)C)nc2c1 | 1 | -4 | 105 | 105 | 100 | 100 | 101 | -2 | 98 | 0 | -4
COC(=O)c1ccc(C(=O)OCc2nc3cc4ccccc4cc3[nH]2)cc1 | -1 | -5 | 93 | 91 | 92 | 92 | 92 | -5 | 91 | -7 | -8
CCOc1ccc2[nH]c(=O)c(C(c3nnnn3CCOC)N3CCOCC3)cc2c1 (stereo not given) | -1 | 2 | 97 | 92 | 93 | 94 | 94 | 0 | 96 | -2 | 0
CCN1CCC2(CCN(Cc3cn[nH]c3-c3ccc(OC)c(F)c3)C2)C1 (stereo not given) | 0 | -2 | 103 | 104 | 97 | 98 | 98 | -3 | 93 | 1 | -3
COc1cc2oc3ccccc3c2cc1N(CC(=O)N1CCCCC1)S(=O)(=O)c1ccc(C)cc1 | -9 | -8 | 95 | 97 | 97 | 96 | 99 | -1 | 96 | -11 | 0
COc1ccc(OCCCC(=O)Nc2cccc(C(C)=O)c2)cc1 | -3 | -6 | 100 | 103 | 100 | 99 | 100 | -6 | 100 | -5 | -8
COc1ccccc1Oc1ncnc2sccc12 | 3 | -4 | 90 | 94 | 92 | 90 | 95 | 3 | 93 | -4 | -5
CC(=O)COC(=O)CNC(=O)c1ccc(Br)cc1 | -1 | -1 | 96 | 90 | 90 | 91 | 93 | 0 | 93 | -3 | 4
CN1C(=O)C2CN(CCc3ccccc3)CNC2N(C)C1=O (stereo not given) | -15 | -4 | 101 | 104 | 99 | 98 | 99 | 2 | 97 | -18 | 0
Cc1noc(C)c1CN(C(=S)NC1CC2CCC1C2)c1ccccc1 (stereo not given) | -4 | -3 | 92 | 98 | 99 | 96 | 95 | -4 | 102 | -6 | -4
CCOC(=O)COc1ccc(S(=O)(=O)NCc2ccco2)cc1 | 0 | 3 | 100 | 100 | 101 | 100 | 101 | 0 | 100 | 1 | 0
COc1ccc2[nH]cc(CCn3ccc(O)c(C/C=C/c4ccccc4)c3=O)c2c1 | 2 | 0 | 96 | 96 | 92 | 93 | 93 | -2 | 97 | 3 | 0
COCCNC(=S)Nc1ccccn1 | 0 | -8 | 99 | 99 | 101 | 96 | 99 | 1 | 102 | 0 | 2
O=C(CC1Sc2ccccc2NC1=O)NCc1ccc(Cl)cc1 (stereo not given) | 0 | 0 | 96 | 98 | 97 | 97 | 97 | 0 | 94 | 4 | 0
CCOc1cc(/C=C2\SC(=N)N(c3nccs3)C2=O)ccc1OCCN1CCOCC1 | -3 | -3 | 92 | 97 | 93 | 97 | 92 | -8 | 97 | -4 | -10
CN1CCN(C(=S)NC(=O)c2ccco2)CC1 | 0 | -2 | 98 | 99 | 100 | 95 | 100 | 0 | 103 | -3 | -1
CS(=O)(=O)N1CCN(c2nnc(-c3ccccc3)c3ccccc23)CC1 | -6 | 0 | 96 | 99 | 98 | 99 | 96 | 2 | 92 | 0 | -1
Cc1cc(NS(=O)(=O)c2ccc(NC(=O)CSc3nc4sc(C(=O)O)c(C)c4c(=O)[nH]3)cc2)no1 | 1 | 1 | 85 | 89 | 82 | 85 | 86 | 1 | 87 | -2 | 0
O=C(Nc1ccccc1)Nc1ccc2ocnc2c1 | -3 | -3 | 95 | 90 | 96 | 92 | 96 | -3 | 102 | 0 | -4
COc1ccc(N2CS(=O)CC2=O)cc1 (stereo not given) | 2 | 3 | 97 | 100 | 97 | 99 | 96 | 2 | 96 | 0 | 3
Cc1ccc(C)c(NC(=S)N(CCc2nc3cc(C)c(C)cc3[nH]2)Cc2cccnc2)c1 | -3 | -3 | 98 | 99 | 99 | 96 | 99 | 1 | 100 | 1 | 0
Cc1cc(NC(=O)CSc2ccccc2)no1 | -3 | -2 | 102 | 103 | 102 | 100 | 102 | -1 | 103 | 0 | -1

Ordered by the number under Cdc42 wt GTP (highest first): some entries from above
SMILES | Bim-Bcl-2 | Bim-Bcl-B | Cdc42 wt GTP | Rac1 wt GTP bind | Rab2 wt GTP | Rac1 act GTP bind | HRas wt GTP bind | Bcl-W Bim block | Rab7 wt GTP bind | Bim-Bfl-1 | Bcl-XL Bim block
Cc1nc(-c2ccc(O)c(O)c2)cs1 | -8 | -11 | 98 | 111 | 100 | 101 | 102 | 1 | 102 | -9 | -1
COC(=O)c1ccc(C(=O)OCc2nc3cc4ccccc4cc3[nH]2)cc1 | -1 | -5 | 93 | 91 | 92 | 92 | 92 | -5 | 91 | -7 | -8
C=CCNS(=O)(=O)c1ccc2c(c1)n(C)c(=O)n2C | 8 | 1 | 91 | 94 | 93 | 92 | 93 | 2 | 94 | 2 | 0
